High-throughput results as filed in PubChem BioAssay.
N370S GC: qHTS Assay for Inhibitors and Activators of N370S glucocerebrosidase as a Potential Chaperone Treatment of Gaucher Disease | Lysosomal acid glucosylceramidase (Homo sapiens), P04062 | N370S GC spleen homogenate, 4MU-glucoside fluorescence | Potency, µM (series often up to 59.4 µM), inactives show top-dose activity change, negative = inhibition, actives largely listed as inhibitors | AID 2101, 2009 | 0.092% of 330,000 active;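 also: 0% = full enzyme activity and -100% = no enzyme basal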
GCN5L2 inh: qHTS Assay for Inhibitors of GCN5L2; Histone acetyltransferase KAT2A (Homo sapiens), Q92830; GCN5L2 HAT assay, ThioGlo1 CoA-SH fluorescence; Potency, µM (highest dose often 58.9 µM), for inactives: at the highest dose activity change, negative = inhibition, hits mostly inhibitors; 0.21% of 390,000 active; AID 504327, 2011
Target sequence (Q92830 whole entry, looked up): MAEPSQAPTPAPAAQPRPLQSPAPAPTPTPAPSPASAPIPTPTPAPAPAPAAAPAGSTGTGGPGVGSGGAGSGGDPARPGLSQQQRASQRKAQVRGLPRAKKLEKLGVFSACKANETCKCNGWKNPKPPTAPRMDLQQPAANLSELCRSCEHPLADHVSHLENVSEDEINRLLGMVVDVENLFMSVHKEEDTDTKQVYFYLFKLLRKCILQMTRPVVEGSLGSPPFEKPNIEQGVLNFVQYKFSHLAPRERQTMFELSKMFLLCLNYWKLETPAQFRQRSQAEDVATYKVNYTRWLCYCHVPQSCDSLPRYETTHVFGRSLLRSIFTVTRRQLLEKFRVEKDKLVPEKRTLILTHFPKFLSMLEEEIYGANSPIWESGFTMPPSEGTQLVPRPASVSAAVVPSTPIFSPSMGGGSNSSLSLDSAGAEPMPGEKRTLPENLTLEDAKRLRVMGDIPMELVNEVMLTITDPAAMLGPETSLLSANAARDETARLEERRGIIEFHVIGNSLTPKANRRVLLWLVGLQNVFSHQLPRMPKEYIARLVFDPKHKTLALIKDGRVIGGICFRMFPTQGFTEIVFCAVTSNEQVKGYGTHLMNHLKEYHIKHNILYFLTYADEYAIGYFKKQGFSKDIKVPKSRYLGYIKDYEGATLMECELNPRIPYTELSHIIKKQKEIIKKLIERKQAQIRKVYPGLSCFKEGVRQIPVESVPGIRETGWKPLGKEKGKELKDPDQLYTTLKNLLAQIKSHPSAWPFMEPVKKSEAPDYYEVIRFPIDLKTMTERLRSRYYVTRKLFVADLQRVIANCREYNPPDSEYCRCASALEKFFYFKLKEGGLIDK
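Fluorescence readout, Ex340nm/Em540nm: ThioGlo1 (50uM final) reacts with free CoA thiol released as 20nM GCN5L2 acetylates H3(1-25) peptide (75uM) using acetyl-CoA (70uM). Compound and enzyme sat 15 min beforehand; 20 min room-temperature reaction.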
FEN1 inh: qHTS Assay for the Inhibitors of Human Flap endonuclease 1 (FEN1); Recombinant FEN1 flap cleavage, fluorescence, 15 min; 0.35% of 390,000 active; P39748; Potency, µM (highest dose often 114 µM), for the others: at the top dose activity change, negative = inhibition, usual class: inhibitors; also: nearly all actives have a fitted effect of over 65% in size
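FEN1 at 10 nM, compound pretreatment for 15 min (room temperature), 50 nM final substrate to initiate; endpoint reads at 0 and 15 min; DMSO-only plates used as vehicle background.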
Active calls of the source: *; u = inconclusive; x = not tested or not shown; [ ] = dose if it differs, or a comment. Calls follow the shape of the dose curve; as a rule, active = well fitted curve in the direction sought with a large enough effect; inconclusive = small, poorly fitted or top-dose-only effect, or another doubt; inactive = no such curve, though single readings can be large; an effect the other way counts as inactive or inconclusive. Unless noted, % is scaled to controls: 0 for no effect and ±100 for the full control effect; potency is read from the fitted curve at half-maximal effect. Not all compounds are listed, so the mix of outcomes need not match the whole.

Results follow in this order: N370S GC, GCN5L2 inh, FEN1 inh
Cc1ccc(/C=N/NC(=O)c2cc3c(ccc4ccccc43)o2)cc1[N+](=O)[O-]
→ -23%[12.8 µM], -6%, -6%
Oc1ccc(C2Oc3cc(O)cc(O)c3CC2O)cc1 (stereo not given)
→ -10%, 0%, x
CC(=O)NCCNc1cc(-c2ccccc2CN(C)C)ncn1
→ -11%, 1%, x
Cc1ccc(/C=C/c2ccc(=O)n(Cc3ccccc3Cl)n2)cc1
→ -6%, -13%, -17%
Clc1ccc(Cn2cnc3ccccc32)cc1
→ 0%, -6%, -6%
O=c1/c(=C\c2cccnc2)sc2nc3ccccc3n12
→ -1%, 0%, -3%
Cc1ccc(NC(=O)C2CCCN(c3nnc(-n4c(C)ccc4C)s3)C2)c(C)c1 (stereo not given)
→ x, -7%, -2%
O=C(NNC(=O)c1cccc(-n2cccc2)c1)c1ccccc1
→ x, -6%, 1%
COc1cc(NC(=O)CSc2nncn2C)c(C)cc1[N+](=O)[O-]
→ -4%, -6%, -10%
O=C(Nc1ncc(Cc2ccccc2)s1)C1COc2ccccc2O1 (stereo not given)
→ -15%, 0%, -7%
Cn1c(CNS(=O)(=O)c2ccc(F)cc2)n[nH]c1=S
→ 7%, 45%[activator], -4%
COc1ccc(CNC(=O)Cn2ccc3cc(S(=O)(=O)N4CCCCCC4)ccc32)cc1OC
→ x, -9%, -11%
COc1ccccc1NC(=O)C(C)n1cnc2c(oc3nc4c(cc32)CCCC4)c1=O (stereo not given)
→ 27%, -5%, -18%
CC(C)CC(=O)Nc1cccc(C(C)O)c1 (stereo not given)
→ 0%, -2%, x
Cc1ccc(NC(=O)CN2C(=O)N/C(=C\c3cccn3-c3cccc(C(=O)O)c3)C2=O)cc1
→ -9%, u, 79µM*
CCC(C)(C(=O)NC1CCCCC1)N(C)C(=O)c1ccc2c(c1)OCO2 (stereo not given)
→ -10%, -1%, 6%
COc1ccc(/C=C2\Sc3ccc(C(=O)N4CCCC4)cc3N(C)C2=O)cc1OC
→ -2%, -7%, 3%
CC(=O)N1CCN(Cc2nc3cc(NC(=O)c4ccc(F)cc4)ccc3n2C)CC1
→ 7%, 1%, 9%
O=C(NC(=S)NCc1cccnc1)c1cc2ccccc2o1
→ -7%, -5%, 1%
CC1(C)CCC[C@@](C)([C@H]2CC[C@]3(C)[C@@H]2[C@H](O)CC2[C@@]4(C)CC[C@H](O)C(C)(C)[C@@H]4[C@@H](O)C[C@]23C)O1 (stereo not given in full)
→ 1%, 0%, x

Single records, as listed above. Order of values: N370S GC, GCN5L2 inh, FEN1 inh
`COc1cc(NC(=O)CSc2nncn2C)c(C)cc1[N+](=O)[O-]` across the screens: -4%, -6%, -10%
`O=C(NC(=S)NCc1cccnc1)c1cc2ccccc2o1` across the screens: -7%, -5%, 1%
`Cc1ccc(NC(=O)C2CCCN(c3nnc(-n4c(C)ccc4C)s3)C2)c(C)c1` (stereo not given) across the screens: x, -7%, -2%
`CC(C)CC(=O)Nc1cccc(C(C)O)c1` (stereo not given) across the screens: 0%, -2%, x
`COc1ccc(/C=C2\Sc3ccc(C(=O)N4CCCC4)cc3N(C)C2=O)cc1OC` across the screens: -2%, -7%, 3%

Remaining list, next part.
Results follow in this order: N370S GC, GCN5L2 inh, FEN1 inh
COc1ccc(OCC(=O)Nc2ccc3c(c2)nc(CN2CCCC2)n3C)cc1
→ 3%, -7%, -3%
COc1ccc(Cn2nnnc2C(c2ccccc2OC)N2CCC(C(N)=O)CC2)cc1 (stereo not given)
→ 14%, -2%, -6%
COC(=O)C(CC(=O)Nc1cc(C)ccc1C)Nc1ccccc1OC (stereo not given)
→ 8%, -7%, 2%
COc1ccccc1OCC(=O)NCc1nc(-c2ccccc2)no1
→ 11%, 0%, 10%
O=c1nc2n(c3c1oc1ccccc13)Cc1ccccc1-2
→ -7%, -5%, x
Cc1ccc(-n2nnnc2CNC(=O)c2ccc(Br)o2)cc1C
→ 10%, -8%, -2%
Nc1ccccc1SC1CC(=O)N(c2ccc3c(c2)OCCO3)C1=O (stereo not given)
→ 1%, -12%, -1%
O=C(Cc1ccc(-n2cccc2)cc1)NC1CCCCC1
→ 6%, -3%, 3%
Nc1nc(SCn2nnc3ccccc3c2=O)n[nH]1
→ -1%, -2%, -5%
CCc1nn(CC(=O)NC2CC2)c(=O)c2cc3ccccc3n12
→ x, -1%, 4%
CCN(CC)S(=O)(=O)c1cccc(C(=O)Nc2ccccc2C(=O)Nc2ccc(OC)cc2)c1
→ x, -7%, -20%
CSC1=N/C(=C\c2ccc(C)cc2)C(=O)S1
→ 0%, -15%, 1%
CCN(CC(=O)Nc1ccc(N2CCOCC2)cc1)C(=O)c1ccc(C(F)(F)F)cc1
→ 19%, -4%, 2%
Cc1ccc(C)c(S(=O)(=O)N2CCN(C(=O)Cc3ccccc3)CC2)c1
→ 0%, -9%, -3%
CN(CC(=O)Nc1cccc(F)c1)C(=O)CNC(=O)Cc1cccc2ccccc12
→ 7%, 0%, -9%
COc1cccc(C2c3[nH]c4ccccc4c3CCN2Cc2cccc(C)n2)c1 (stereo not given)
→ -9%, -9%, -27%
NC(=O)[C@@H]1CCCN1Cc1c(C(=O)N2CCN(C3CCCCC3)CC2)nc2ccccn12
→ 0%, -22%, 0%
CC(C)CN1CCCC2(CCN(C(=O)c3cnccn3)CC2)C1
→ -3%, -2%, x
COc1ccc(NC(=O)Nc2ccc3c(c2)C(=O)N([C@H](C)CO)C[C@H](C)[C@@H](CN(C)S(=O)(=O)c2cccs2)O3)cc1
→ x, 2%, -5%
Nn1c(SCc2ccc(C(=O)O)cc2)nnc1-c1ccc(Cl)cc1Cl
→ 2%, 1%, -1%

Results follow in this order: N370S GC, GCN5L2 inh, FEN1 inh
CCOc1cc(CNc2ccc(N3CCN(C(C)=O)CC3)cc2)cc(Br)c1OC
→ u, 1%, 3%
Cc1snc(SCC(=O)c2ccc(Cl)cc2)c1C#N
→ 11%, -1%, u
CC(OC(=O)CCCN1C(=O)c2ccccc2C1=O)C(=O)Nc1ncc(Cl)cc1Cl (stereo not given)
→ -3%[2.35 µM], -1%, -4%
CNC(=O)CN1C(=O)COc2ccc(S(=O)(=O)N3CCC(C)CC3)cc21
→ x, -1%, 18%
COc1ccccc1OCC(=O)NNC(=O)CSC(=S)N1CCCC1
→ x, 2%, -1%
Cn1c(=O)c2c(n3c4ccccc4nc13)NC(=O)CC2c1ccccc1F (stereo not given)
→ x, 0%, 9%
CC1CCN(C(=O)CSc2nc3ccccc3s2)CC1
→ -11%, -6%, -3%
COc1ccc(NC(=O)CN(C)C2CCCCC2)cc1Cl
→ -8%, -5%, -18%
O=C(NN1C(=O)c2ccccc2NC12CCCCC2)c1ccccc1
→ -2%, -12%, 4%
CC1(NC(=O)C23CC4CC(CC(C4)C2)C3)CCS(=O)(=O)C1 (stereo not given)
→ 4%, -1%, -1%
Cc1sc2nc(NCCO)[nH]c(=O)c2c1C
→ 0%, -5%, 4%
Cc1ccc2[nH]c(C)c(/C=N/Nc3nc4ccccc4s3)c2c1
→ 15%[12.8 µM], -5%, -29%
Cc1cc(C)n(CC(O)COc2ccc(Cl)cc2Cl)n1 (stereo not given)
→ -17%, -1%, -15%
COc1cc(/C=N/NC(=S)NCC2CCCO2)cc(OC)c1OC (stereo not given)
→ 1%, -4%, -3%
CCOC(=O)c1sc(NC(=O)CSc2nnnn2-c2ccc(C)cc2C)nc1C
→ 9%, 11%, -2%
O=C(COC(=O)c1ccc([N+](=O)[O-])o1)NCCc1ccccc1
→ x, 1%, u
CC(C)Oc1ccc(C(=O)Nc2nnc3n2CCS3)cc1
→ x, -2%, -1%
Cn1c(C2=C(O)CN(c3ccc4c(c3)OCCO4)C2=N)nc2ccccc21
→ 4%, -2%, -10%
Cc1ccc(NC(=O)NC(=O)CN2C(=O)NC3(CCc4ccccc43)C2=O)c(C)c1 (stereo not given)
→ 6%, -2%, -16%
O=C(N/N=C/c1ccncc1)c1cc([N+](=O)[O-])cc([N+](=O)[O-])c1O
→ 2%[12.8 µM], -8%, -12%

Some of the entries above, reformatted.
| SMILES | N370S GC | GCN5L2 inh | FEN1 inh |
| --- | --- | --- | --- |
| COc1ccccc1OCC(=O)NNC(=O)CSC(=S)N1CCCC1 | x | 2% | -1% |
| Cc1ccc(NC(=O)NC(=O)CN2C(=O)NC3(CCc4ccccc43)C2=O)c(C)c1 (stereo not given) | 6% | -2% | -16% |

4 of these compounds in another layout.
Molecule: CC(C)Oc1ccc(C(=O)Nc2nnc3n2CCS3)cc1
- N370S GC: x
- GCN5L2 inh: -2%
- FEN1 inh: -1%

Molecule: Cn1c(C2=C(O)CN(c3ccc4c(c3)OCCO4)C2=N)nc2ccccc21
- N370S GC: 4%
- GCN5L2 inh: -2%
- FEN1 inh: -10%

Molecule: Cc1ccc(NC(=O)NC(=O)CN2C(=O)NC3(CCc4ccccc43)C2=O)c(C)c1 (stereo not given)
- N370S GC: 6%
- GCN5L2 inh: -2%
- FEN1 inh: -16%

Molecule: O=C(N/N=C/c1ccncc1)c1cc([N+](=O)[O-])cc([N+](=O)[O-])c1O
- N370S GC: 2%[12.8 µM]
- GCN5L2 inh: -8%
- FEN1 inh: -12%

The main list resumes, repeating the two entries before the break.
Results follow in this order: N370S GC, GCN5L2 inh, FEN1 inh
Cc1ccc(NC(=O)NC(=O)CN2C(=O)NC3(CCc4ccccc43)C2=O)c(C)c1 (stereo not given)
→ 6%, -2%, -16%
O=C(N/N=C/c1ccncc1)c1cc([N+](=O)[O-])cc([N+](=O)[O-])c1O
→ 2%[12.8 µM], -8%, -12%
CCOC(=O)c1ccc(NS(=O)(=O)c2c(C)n[nH]c2C)cc1
→ x, 0%, -18%
CC(=O)Cc1cc(=O)c2c(C)cc(O)c(C3OC(CO)C(O)C(O)C3O)c2o1 (stereo not given)
→ 3%, -8%, 21%
COCCNC(=O)CSc1nc(-c2ccc(F)cc2)[nH]c1-c1ccc(Cl)cc1
→ x, -11%, -12%
Cn1cc(SCC(=O)NCc2ccc(F)cc2)c2ccccc21
→ 0%, -9%, -7%
Cc1nc(SCc2ccc(Cl)cc2)c(C#N)c(C)c1Cl
→ x, 1%, -9%
N#C/C(=C\c1ccc([N+](=O)[O-])cc1)c1nc(C2CC2)cs1
→ -1%, 0%, 2%
C/C(=N\NC(=O)c1ccc(N2CCCC2=O)cc1)c1ccncc1
→ 8%, 1%, 38%[activator]
Cn1ncc(Cl)c1C(=O)N1CCN(S(=O)(=O)c2cccs2)CC1
→ -1%, -10%, 7%
CCOCCCN1C(=O)CN(C2CCCCCC2)C(=O)C1c1ccc(OCC)c(OC)c1 (stereo not given)
→ x, 1%, -12%
Cc1ccc(S(=O)(=O)N[C@H](C(=O)N2CCC3(O)CCCCC3C2)c2ccccc2)cc1 (stereo not given in full)
→ 17%, -4%, -1%
CCC(C)NC(=O)CSc1nc2ccsc2c(=O)n1NC(=O)c1ccccc1 (stereo not given)
→ 6%, 1%, -7%
Cc1nc2ccccc2n1S(=O)(=O)c1ccc(S(=O)(=O)N2CCCCCC2)cc1
→ -4%, -7%, 7%
COc1ccc(OC)c(NC(=O)C2=C(C)C(=O)OC23CCN(C(C)C)CC3)c1
→ x, 15%, -1%
CCOc1ccccc1N1CCN(CC(=O)Nc2ccnn2C2CCCC2)CC1
→ x, 1%, 17%
CCSc1cc(N2CC(C)OC(C)C2)nc(-c2ccccc2Cl)n1 (stereo not given)
→ 18%, -1%, -17%
Cc1cccc(N=[N+]([O-])c2cccc(C)n2)n1
→ x, -1%, -17%
CCCCC[n+]1ccn(-c2nc3ccccc3nc2[N-]S(=O)(=O)c2ccc(C)cc2)c1
→ u, -20%, -1%
CC(Oc1cccc(Cl)c1)C(=O)Nc1ccc([N+](=O)[O-])cn1 (stereo not given)
→ 19%, -5%, -13%
CC1(C)CC(=O)C=C(c2cccc(Br)c2)C1
→ x, -10%, -15%
